H9c2 TAG inh – triacylglycerol accumulation inhibition; H9c2 cells, Nile Red lipid (TAG) fluorescence; cells loaded with 200 µM oleic acid; inhibition, % at 12.5 µM; 230,000 tested, 0.66% active; AID 651582;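 active = pattern-corrected inhibition of lipid staining of at least 50% with the nuclear-stain viability signal not falling by more than 50%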;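 also: 0% = DMSO wells and 100% = triacsin C control wells; some results filed as inactive read as strong as hits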
H9c2 TAG inh DAPI viability – also measured in H9c2 TAG inh; calls as there; DAPI nuclei signal change (viability), lower = more cytotoxic, %;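 whole-well DAPI fluorescence read on a plate reader as a viability signal; minus 50 percent equals half of cells still viable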
* hit, by the source's call. This is a subset, so the mix of outcomes need not match the whole.

SMILES | H9c2 TAG inh | H9c2 TAG inh DAPI viability
COc1ccc(OC)c(NC(=O)CSc2nc3[nH]c(=O)cc(O)c3s2)c1 | 8 | -4
COc1ccc(N(CC(=O)NCc2cccnc2)S(=O)(=O)c2ccccc2[N+](=O)[O-])c(OC)c1 | -3 | -10
COc1ccccc1CCC(=O)Nc1cccc(S(=O)(=O)N2CCCC2)c1 | -14 | -1
COc1ccc(S(=O)(=O)N(C)C[C@@H]2Oc3c(NS(C)(=O)=O)cccc3C(=O)N([C@@H](C)CO)C[C@H]2C)cc1 | -5 | 1
CCOc1cc(C(=O)N2CCC(CC3CC(c4ccc(Cl)cc4)=NO3)(C(=O)NCC3CCCCC3)CC2)cc(OCC)c1OCC (centres undefined) | 19 | 0
C/C(=N\NS(=O)(=O)c1ccc(C)cc1)c1cc2ccccc2oc1=O | 6 | -13
CCCSC1=C(C#N)C(c2ccc(O)c(OC)c2)CC(=O)N1 (centres undefined) | -4 | -5
Cc1cc(C)nc(Nc2ncc(O)n2-c2ccc(C)c(C)c2)n1 | -1 | 4
CC(C)N1C(=O)CC2(CC[N+](C)(CCOC(=O)C(c3ccccc3)c3ccccc3)CC2)C1=O (centres undefined) | 2 | -4
CCN1C(=O)CCC(C(=O)O)C1c1ccc(OC)cc1 (centres undefined) | 0 | -7
c1ccc2c(c1)CCCc1cc(NCCN3CCOCC3)nnc1-2 | 11 | -10
Cc1ccc(NC(=O)COc2ccc(/C=C3/SC(=Nc4ccccc4)N(Cc4cccnc4)C3=O)cc2)cc1 | 20 | -6
CCS(=O)(=O)N1CCN(C(=O)CCC2CCCC2)CC1 | 3 | -1
CCO[C@H]1OC(C(=O)NC2CC2)=C[C@@H](c2ccc(C(F)(F)F)cc2)[C@@H]1CCCO | 5 | -5
O=c1c2ccccc2c(=O)n(-c2ccccc2)n1-c1ccccc1 | -5 | -2
Cc1ccccc1CN(C)CC(=O)Nc1cccc(S(=O)(=O)N(C)c2ccccc2)c1 | -14 | 9
Cc1cc(Br)ccc1S(=O)(=O)n1ccnc1C | 10 | 2
COc1ccc(C2C(C(=O)c3ccccc3)=C(C)Nc3nc4ccccc4n32)cc1OC (centres undefined) | -3 | -8
O=C(CSc1ncnc2c1oc1ccccc12)Nc1ccccc1F | -15 | 11
COCCNc1ccc(S(=O)(=O)N2CCCC2)cn1 | 3 | 1
C#CCOCCOCCOCCNc1nc(N2CCN(C(=O)[C@H]([C@@H](C)CC)n3cc(CCCCN)nn3)CC2)nc(N2CCN(C(=O)[C@H](CCCCN)n3cc(CCCC)nn3)CC2)n1 | -13 | 16
Cc1ccc(C(=O)CCS(=O)(=O)c2ccc(F)cc2)cc1 | -14 | 1
N#C/C(=C(/O)c1ccc(F)cc1)c1nc2ccccc2s1 | -18 | 18
CCC(NC(=S)NCc1ccc(F)cc1)c1ccccc1 (centres undefined) | -21 | 3
Cc1ccc(/C=N/NC(=S)NC2CCCCC2)o1 | 16 | -2
(further entries)
SMILES | H9c2 TAG inh | H9c2 TAG inh DAPI viability
O=C(O)c1cc2nc(-c3ccccc3)cc(C(F)(F)F)n2n1 | 10 | -8
Cn1cccc1/C=C(/C#N)c1ccc(F)cc1 | -17 | 0
CC1CCCN(C(=O)C(C)Nc2cc(Cl)ccc2N2CCOCC2)C1 (centres undefined) | 11 | 1
CC1(C)N=C(SCC(=O)Nc2ccc(Cl)cc2Cl)C(c2ccccc2)=N1 | -58 | 8
Cc1c(C(=O)Nc2ccc(Cl)cn2)oc2ccccc12 | 4 | 6
COc1ccc(CNC(=O)C2CCC(CNc3c(N4CCC(C)CC4)c(=O)c3=O)CC2)cc1 (centres undefined) | 2 | 3
CN(C)C(=S)c1ccc(N(C)C)cc1 | -15 | -4
O=C(Nc1ccc2ccccc2c1)Nc1ccc2snnc2c1 | -34 | 2
O=C(NC1CCCC1)c1cccc(S(=O)(=O)N2CCCCC2)c1 | -8 | -8
Cc1cc(C)c(NC(=S)N(CCN2CCCCC2)Cc2ccco2)c(C)c1 | 3 | 9
O=C(c1cn2ccccc2n1)N1CCCC(Nc2ccc(F)c(F)c2)C1 (centres undefined) | -5 | 6
O=C(CCc1nc(-c2ccccc2Cl)no1)NCc1ccco1 | -4 | 0
CN1CCN(c2ccc(S(=O)(=O)N3CCCCC3)cc2NC(=O)COc2ccc(F)cc2)CC1 | 3 | 4
[O-]/C(=C(\C(=S)NCCN1CCOCC1)[n+]1ccccc1)c1ccc(Cl)s1 | -1 | -1
OC1c2c(F)cccc2N=C2CCCCCN21 (centres undefined) | -11 | 3
CC(C(=O)N1CCOCC1)N1C(=O)c2ccccc2C1=O (centres undefined) | -8 | -1
Cc1cc(=O)c(C(=O)O)c(C)n1-c1ccccc1 | -5 | 4
c1ccc2c(C3=NNC(=NC4CC4)SC3)c[nH]c2c1 | 16 | 9
COc1ccccc1C1=NOC(CN2C(=O)c3ccccc3S2(=O)=O)C1 (centres undefined) | 2 | -3
CS(=O)(=O)n1nc(-c2cccnc2)nc1NCc1ccccc1 | -9 | -7
COc1ccc(NC(=O)CN2C(=O)NC(C)(C3CC3)C2=O)cc1S(=O)(=O)N1CCCCC1 (centres undefined) | 13 | 2
C=CCS/C(N)=N\N=C\c1cc(Br)cc([N+](=O)[O-])c1O | 6 | -4
CCN1CCN(c2ccc(S(=O)(=O)N3CCOCC3)cc2NC(=O)c2ccc(C)cc2C)CC1 | 16 | 1
CCc1cccc(-n2c(SCC(=O)c3c(N)n(C4CC4)c(=O)[nH]c3=O)nnc2N2CCOCC2)c1 | -6 | 0
N#CC1=C(S)N(c2ccccc2)C(c2ccc(-c3cc(Cl)ccc3Cl)o2)NC1=O (centres undefined) | 3 | 3
The results go on.
SMILES | H9c2 TAG inh | H9c2 TAG inh DAPI viability
O=C(CN1CCN(S(=O)(=O)c2ccc(Cl)s2)CC1)N1CCOCC1 | 11 | -8
Cc1ccccc1Nc1nc(N)nc(COC(=O)[C@@H](NC(=O)c2ccco2)C(C)C)n1 | -1 | 2
Cc1cc(O)c(C(C)C)cc1NC(=O)Nc1cccc2ccccc12 | 23 | -1
CC12CCCCC1=CC(=O)CC2 (centres undefined) | -4 | -1
[O-][n+]1c2ccccc2c2n1CCN=C2c1ccc(Cl)cc1 | -69 | -4
O=C1CC(C(=O)Nc2nccs2)C(c2ccccc2)O1 (centres undefined) | 29 | -13
CNC(=S)N(Cc1cc2cc(OC)c(OC)cc2[nH]c1=O)C1CCCC1 | -11 | -3
COc1ccc(C2CC(=O)N3CN(c4ccc(C)c(Cl)c4)CSC3=C2C#N)cc1 (centres undefined) | 0 | -6
O=C(/C=C/c1ccco1)Nc1ccc2nc3n(c(=O)c2c1)CCCC3 | 11 | 7
CCC1CCCCN1S(=O)(=O)c1ccc(NC(=O)C2CC(=O)N(C(C)(C)C)C2)cc1 (centres undefined) | 7 | 2
COc1ccc(C)cc1NC(=S)Nc1ccccc1SC | -1 | 2
COc1ccc(-c2csc(C(C)(O)c3cccc(OC)c3)n2)cc1 (centres undefined) | -20 | -2
COc1ccccc1C1=NOC(Cn2c(=O)c3c(ncn3C)n(C)c2=O)C1 (centres undefined) | -4 | -5
CC1(C)C(=O)CCC2(C)C1=CCC1C2C(=O)CC2(C)C1CCC2(O)C(=O)CO (centres undefined) | -22 | 1
O=C(/C=C/c1ccccn1)c1cc(Br)ccc1O | 2 | 0
COc1cc(SC)ccc1C(=O)Nc1ncc(C)s1 | 6 | 8
COc1ccc2oc(C(=O)OCC(=O)N3CCN(S(=O)(=O)c4ccc(C)cc4)CC3)c(C)c2c1 | 15 | 10
COC(=O)C(CCC(C(=O)OC)N1C(=O)c2ccccc2C1=O)N1C(=O)c2ccccc2C1=O (centres undefined) | 7 | -1
Cc1ccc(NC(=O)CNc2ccccc2N2CCCC2=O)cc1S(=O)(=O)N1CCOCC1 | 4 | -5
CCOc1ccc(S(=O)(=O)N2CCCCC2)cc1NC(=O)CCNC(=O)c1ccco1 | 11 | -3
O=C(Nc1ccc(Cl)cc1)c1nc[nH]c1C(=O)NCCCCNC(=O)c1[nH]cnc1C(=O)Nc1ccc(Cl)cc1 | 110* | -25*
COc1ccc(C2/C=C\CN(S(=O)(=O)/C=C/c3ccccc3)CC(=O)N2Cc2ccc(F)cc2)cc1 (centres undefined) | 9 | 4
COc1ccc(N(C)S(=O)(=O)c2cccc(C(=O)NCC3CCCO3)c2)cc1 (centres undefined) | 9 | 0
CCOc1ccc(CCNC(=O)COC(=O)c2cc(OC)cc(OC)c2)cc1OCC | 11 | -1
Cn1c(C(=O)N2CCN(C(=O)c3ccco3)CC2)cc2c(=O)n3ccccc3nc21 | 13 | 44

Exported as comma-separated lines: 15 of the compounds above
Compound,H9c2 TAG inh,H9c2 TAG inh DAPI viability
COc1ccc(C2CC(=O)N3CN(c4ccc(C)c(Cl)c4)CSC3=C2C#N)cc1 (centres undefined),0,-6
O=C(/C=C/c1ccco1)Nc1ccc2nc3n(c(=O)c2c1)CCCC3,11,7
CCC1CCCCN1S(=O)(=O)c1ccc(NC(=O)C2CC(=O)N(C(C)(C)C)C2)cc1 (centres undefined),7,2
COc1ccc(C)cc1NC(=S)Nc1ccccc1SC,-1,2
COc1ccc(-c2csc(C(C)(O)c3cccc(OC)c3)n2)cc1 (centres undefined),-20,-2
COc1ccccc1C1=NOC(Cn2c(=O)c3c(ncn3C)n(C)c2=O)C1 (centres undefined),-4,-5
CC1(C)C(=O)CCC2(C)C1=CCC1C2C(=O)CC2(C)C1CCC2(O)C(=O)CO (centres undefined),-22,1
O=C(/C=C/c1ccccn1)c1cc(Br)ccc1O,2,0
COc1cc(SC)ccc1C(=O)Nc1ncc(C)s1,6,8
COc1ccc2oc(C(=O)OCC(=O)N3CCN(S(=O)(=O)c4ccc(C)cc4)CC3)c(C)c2c1,15,10
COC(=O)C(CCC(C(=O)OC)N1C(=O)c2ccccc2C1=O)N1C(=O)c2ccccc2C1=O (centres undefined),7,-1
Cc1ccc(NC(=O)CNc2ccccc2N2CCCC2=O)cc1S(=O)(=O)N1CCOCC1,4,-5
CCOc1ccc(S(=O)(=O)N2CCCCC2)cc1NC(=O)CCNC(=O)c1ccco1,11,-3
O=C(Nc1ccc(Cl)cc1)c1nc[nH]c1C(=O)NCCCCNC(=O)c1[nH]cnc1C(=O)Nc1ccc(Cl)cc1,110*,-25*
COc1ccc(C2/C=C\CN(S(=O)(=O)/C=C/c3ccccc3)CC(=O)N2Cc2ccc(F)cc2)cc1 (centres undefined),9,4

The list goes on:
SMILES | H9c2 TAG inh | H9c2 TAG inh DAPI viability
CCOC(=O)C(C)n1cnc2c(cnn2-c2ccc(Cl)cc2)c1=O (centres undefined) | -2 | -6
CCCCN(C)C(=O)c1ccc(Nc2nc(C(N)COCc3ccccc3)cs2)nc1 (centres undefined) | 17 | 19
COc1cc(/C=C/C(=O)OCC(=O)NC(=O)NC2CCCCC2)ccc1OC(F)F | 6 | 5
Cc1nn(C(=O)c2ccco2)c(C)c1Sc1ccc([N+](=O)[O-])cc1 | -2 | -8
COc1cc(NC(=O)c2ccc(Br)o2)c(C(=O)O)cc1OC | 9 | 0
O=C(NNC(=O)c1ccco1)c1ccco1 | 2 | -9
C=CCN1C(=O)c2ccc(C(=O)N(C)CC(=O)Nc3cccc(F)c3)cc2C1=O | 2 | 1
O=[N+]([O-])/C(C=Nc1ccccc1O)=C\Nc1ccccc1O | 20 | 14
O=C(O)c1ccc(CSc2nnnn2C2CCCCC2)cc1 | 0 | -3
CCCc1cc(=O)n2[nH]c(C)c(-c3ccc(OC)cc3)c2n1 | -9 | -2
NC(=O)COC(=O)c1cc(=O)[nH]c2ccccc12 | -2 | 2
CC(=O)c1cc(C(=O)N2CCc3c([nH]c4ccccc34)C2CC(C)C)[nH]n1 (centres undefined) | 15 | 3
O=C(O)c1cnn2c(-c3ccc(F)cc3)ccnc12 | 5 | 0
O=C(/C=C/c1ccco1)N(Cc1cccc(Cl)c1)C1CCS(=O)(=O)C1 (centres undefined) | 2 | 7
O=C(NCc1ccc2c(c1)OCO2)c1cnc2n(c1=O)CCS2 | 4 | -5
Cc1ccc(NC(=O)N2CCC(C(=O)Nc3ccc(C)cc3C)CC2)cc1 | -7 | 3
CN(C)CCCN(C(=O)c1ccc(S(=O)(=O)N2CCOCC2)cc1)c1nc2ccc(F)cc2s1 | 7 | 0
CSCCNC(=O)C1(C)CCN1C(=O)c1sccc1C (centres undefined) | -12 | 0
Cn1c(C2CCCN2C(=O)OC(C)(C)C)n[nH]c1=S (centres undefined) | 7 | -1
CCN(C(=O)COC(=O)c1cc(S(=O)(=O)N2CCOCC2)ccc1F)C1CCS(=O)(=O)C1 (centres undefined) | 5 | -8
COc1ccc(C(=O)N2C=Cc3ccccc3C2C#N)cc1 (centres undefined) | -5 | 1
CCOc1ccc(C(=O)NNC(=O)C2CC(=O)N(c3ccc(C)cc3)C2)cc1 (centres undefined) | -1 | 9
Cc1ccc(SCC(=O)NNC(=O)CCS(=O)(=O)c2ccccc2)cc1 | 3 | 3
CC(=O)Nc1ccc(N2CCOCC2)c(S(=O)(=O)Nc2ccccc2Cl)c1 | 8 | 14
COc1cc(OC)cc(C(=O)Nc2ncn[nH]2)c1 | -6 | 3
Next part.
SMILES | H9c2 TAG inh | H9c2 TAG inh DAPI viability
CC(=O)Nc1ccc(C(=O)CS(=O)(=O)c2ccc(C)cc2)cc1 | -7 | -2
C=CCSC1=Nc2cc(OC)c(OC)cc2C2=NC(=O)CN12 | 8 | 7
O=C(O)c1csc(N/N=C/c2ccc(Br)cc2)n1 | -6 | 8
COc1ccccc1N1CCN(c2ccc(S(=O)(=O)N3CCN(C)CC3)cn2)CC1 | -5 | 3
Cc1cccc(OCC(=O)N(C)CC(=O)Nc2cccc(F)c2)c1C | 1 | 9
CC(C)N(C(=O)COC(=O)c1cccnc1Cl)c1ccccc1 | 7 | -5
CCN1C(=O)[C@@H]2[C@@H](c3ccc(-c4ccc(OC)cc4)cc3)N3CCC[C@@]3(C(=O)OC)[C@@H]2C1=O | 14 | -2
CC(/C=N/NC(=O)c1cnccn1)=C\c1ccco1 | 10 | 0
CCOC(=O)N1CCC(NC(=O)c2cnn3cccnc23)CC1 | 7 | -2
COc1ccc(N(CC(=O)Nc2ccc3c(c2)OCO3)S(=O)(=O)c2c(C)nn(C)c2C)cc1 | 6 | 7
O=C(O)CCNC(=O)C12CC3CC(CC(C3)C1)C2 | 0 | 1

Source: PubChem (Sanford-Burnham Center for Chemical Genomics)
